Rab2A wt mod: modulators of GTP binding to Rab2A wildtype, primary screen, biochemical, dog, bead-based flow cytometry, multiplex; GTP binding activity, % at 10 µM; AID 760, 2007; Ras-related protein Rab-2A (Canis lupus familiaris), P61105; 190,000 tested, 0.19% active; GST-Rab2 wt beads, Bodipy-GTP binding;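 active = GTP binding activity at least 20 points away from 100%, either lowered or raised; inconclusive = signal likely due to the compound's own green fluorescence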;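 also: 0% = beads with excess unlabeled GTP and 100% = no-compound control corrected for plate trend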
GSH bead fluor: compound fluorescence on glutathione beads, profiling panel, artefact control, biophysical, 488/530 nm, flow cytometry | GSH beads flow cytometry, compound fluorescence 488/530 nm; stronger effect = higher value | fluorescence (KMESF) at 10 µM | 190,000 tested, 0.25% active; in the data active = fluorescence above about 89;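 also: glutathione beads carrying GST-tagged Bcl family fusion proteins plus one bare bead set; values are compound well signal with DMSO vehicle wells as background; inactives centre near 16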
ABCG2 inh: ABCG2 efflux pump inhibitors, primary screen, multiplex with ABCB1, IgMXP3 cells, flow cytometry. AID 1325, 2008. inhibition, % at 6.6 µM. Broad substrate specificity ATP-binding cassette transporter ABCG2 (Homo sapiens), Q9UNQ0. JC-1 efflux. 190,000 tested, 0.1% active;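 active = inhibition above 80%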;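 also: 0% = DMSO and 100% = nicardipine control wells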
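Test system: IgMXP3 (ABCG2) plus far-red-tagged CCRF-Adr (ABCB1) cells. Reagent: JC-1 dye as substrate. Timing: 10 min exposure at 25 °C with rotation, no wash. Measured by: flow cytometric JC-1 green MFI at 530 nm. Read-out: percent efflux inhibition, scaled nicardipine 100% to DMSO 0%. Control set: nicardipine and DMSO wells.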
Avidin fluor: green autofluorescence of compounds with avidin beads – biophysical, 488/530 nm, flow cytometry, artefact control, profiling panel; compound fluorescence 488/530 nm; stronger effect = higher value; fluorescence (KMESF) at 10 µM; 220,000 tested, 0.38% active; AID 1775, 2009; in the data active = fluorescence above about 47; also: inactives centre near 10
Rac1 mut GTP: GTP binding modulators of activated mutant Rac1, primary screen, biochemical, bead-based flow cytometry, multiplex, fluorescent GTP. Ras-related C3 botulinum toxin substrate 1 (Homo sapiens), P63000. percent activity (GTP binding), % at 10 µM. GST-Rac1 activated beads; actives lie on both sides; 100% means binding = to untreated wells. AID 764, 2007. 190,000 tested, 0.11% active;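 active = GTP binding at least 20 percentage points away from the 100% baseline, in either direction, so actives lie on both sides; inconclusive = Compound likely fluorescent itself, or too few beads counted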
Cdc42 wt: modulators of GTP binding to wildtype Cdc42, primary screen, biochemical, multiplex bead flow cytometry, Bodipy-GTP. Cell division control protein 42 homolog (Homo sapiens), P60953. GST-Cdc42 beads; actives lie on both sides. percent activity (GTP binding), % at 10 µM. 190,000 tested, 0.2% active;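 active = percent activity GTP binding at least 20 points away from the 100% baseline, either down as inhibitor or up as activator; inconclusive = compound flagged as likely green fluorescent from well-wide comparison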;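 also: median bead fluorescence of bound Bodipy-FL-GTP at 100 nM; 0% = excess unlabeled GTP control and 100% = no compound control; below 100% means less GTP binding so inhibitor and above means activator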
Rab7 wt GTP bind: modulators of GTP binding to Rab7, primary screen, biochemical, wildtype, multiplex bead flow cytometry. Rab7 GTPase wild type (dog), Bodipy-FL-GTP binding. GST-Rab7 beads, fluorescent GTP binding; actives lie on both sides; untreated = 100%, excess cold GTP = 0%. GTP binding activity (percent of control), % at 10 µM. 190,000 tested, 0.055% active;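 active = fluorescent GTP binding to Rab7 beads changed by at least 20 points from the 100% baseline, either direction, mostly lower; inconclusive = compound itself probably fluorescent, or too few beads counted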;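 also: median green fluorescence of bound Bodipy-FL-GTP per Rab7 bead population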
Rac1 wt GTP bind: wildtype Rac1 GTP binding modulators, primary screen, biochemical, GST-Rac1 beads, flow cytometry, multiplex. GTP binding activity (% of control), % at 10 µM. 190,000 tested, 0.27% active. fluorescent GTP binding; actives lie on both sides; 0 = cold GTP competed, 100 = untreated. AID 757, 2007. Ras-related C3 botulinum toxin substrate 1 (Homo sapiens), P63000;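 active = GTP binding activity at least 20 points away from the 100% control level, either lower or higher; inconclusive = compound flagged as likely green fluorescent, judged across all proteins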
HRas wt GTP bind: modulators of GTP binding to HRas wildtype, primary screen, biochemical, bead-based flow cytometry, multiplex | GST-Ras wt beads, Bodipy-FL-GTP binding; actives lie on both sides | GTP binding activity, % at 10 µM | 190,000 tested, 0.14% active | AID 759, 2007;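 active = GTP binding activity at least 20% away from the 100% baseline, either lowered as inhibitor or raised as activator; inconclusive = flagged as likely green fluorescent, judged across all proteins in the well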;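 also: 0% = unlabeled GTP competition control and 100% = no-compound control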
Pf gametocyte: late stage P. falciparum gametocyte viability inhibitors, primary screen, ATP luminescence, HTS; P. falciparum stage V gametocytes, 24 h; inhibition, % at 10.9 µM; 150,000 tested, 0.065% active; AID 743093, 2013;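 active = inhibition above the mean plus 3 SD of compounds within the control limits, set per campaign, cut at about 38% in these data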;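 also: 0% = DMSO wells and 100% = medium only without gametocytes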
ABCB1 inh: ABCB1 efflux pump inhibitors, primary screen, cell-based, multiplex, flow cytometry, ABCG2 counter-screen; CCRF-Adr cells, JC-1 efflux; inhibition, % at 6.6 µM; 190,000 tested, 0.067% active; in the data active = inhibition above about 40%;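 also: 0% = vehicle and 100% = reference inhibitor; higher value means more JC-1 retained so stronger ABCB1 efflux block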
Target sequence (P08183 whole entry, looked up): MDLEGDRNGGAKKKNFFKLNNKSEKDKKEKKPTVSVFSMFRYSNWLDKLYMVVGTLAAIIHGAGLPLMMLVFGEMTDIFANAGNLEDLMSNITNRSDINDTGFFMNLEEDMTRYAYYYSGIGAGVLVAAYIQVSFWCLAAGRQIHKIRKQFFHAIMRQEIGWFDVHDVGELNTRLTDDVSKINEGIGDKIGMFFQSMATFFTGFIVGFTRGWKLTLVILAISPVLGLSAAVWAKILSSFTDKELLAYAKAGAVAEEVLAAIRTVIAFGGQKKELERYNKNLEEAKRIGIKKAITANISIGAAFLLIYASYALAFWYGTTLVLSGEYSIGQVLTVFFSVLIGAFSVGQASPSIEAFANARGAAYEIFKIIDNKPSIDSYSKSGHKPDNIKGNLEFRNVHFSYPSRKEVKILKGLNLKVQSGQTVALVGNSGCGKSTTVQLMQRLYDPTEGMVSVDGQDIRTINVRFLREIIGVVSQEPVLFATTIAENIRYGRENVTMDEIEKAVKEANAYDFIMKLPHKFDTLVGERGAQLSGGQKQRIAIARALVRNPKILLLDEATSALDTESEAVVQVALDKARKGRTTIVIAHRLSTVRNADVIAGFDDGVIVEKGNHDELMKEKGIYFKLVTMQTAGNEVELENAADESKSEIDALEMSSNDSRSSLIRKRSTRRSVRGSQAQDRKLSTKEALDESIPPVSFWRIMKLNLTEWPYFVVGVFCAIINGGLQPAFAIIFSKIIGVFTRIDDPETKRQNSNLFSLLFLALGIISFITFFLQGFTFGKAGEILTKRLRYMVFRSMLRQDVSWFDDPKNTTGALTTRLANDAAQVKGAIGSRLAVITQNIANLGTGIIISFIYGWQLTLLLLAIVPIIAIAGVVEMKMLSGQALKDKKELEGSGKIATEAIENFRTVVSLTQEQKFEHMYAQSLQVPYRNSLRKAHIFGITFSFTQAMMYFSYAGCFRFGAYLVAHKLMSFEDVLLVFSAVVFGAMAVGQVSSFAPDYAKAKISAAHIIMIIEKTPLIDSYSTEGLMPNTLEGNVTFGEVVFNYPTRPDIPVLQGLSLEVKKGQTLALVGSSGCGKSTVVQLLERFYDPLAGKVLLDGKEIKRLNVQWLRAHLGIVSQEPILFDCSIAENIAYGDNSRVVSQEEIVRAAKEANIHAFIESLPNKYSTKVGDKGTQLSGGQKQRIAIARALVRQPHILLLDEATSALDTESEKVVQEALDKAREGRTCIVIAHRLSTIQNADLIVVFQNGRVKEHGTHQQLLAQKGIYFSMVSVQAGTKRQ
Active calls of the source: *; ? = inconclusive; · = no result given.

SMILES	Rab2A wt mod	GSH bead fluor	ABCG2 inh	Avidin fluor	Rac1 mut GTP	Cdc42 wt	Rab7 wt GTP bind	Rac1 wt GTP bind	HRas wt GTP bind	Pf gametocyte	ABCB1 inh
Cc1ccc2nc(N3CCN(c4ccccc4)CC3)c(C=O)c(=O)n2c1	93	16	3	11	90	95	95	97	94	-3	0.0
Nc1nc(Br)c2ccccc2c1-c1ccccc1	100	16	0	12	100	108	97	105	102	·	-0.2
c1coc(-c2ccnc3ncnn23)c1	96	13	2	11	96	95	96	100	96	-3	0.5
CCOC(=O)c1ccc(NC(=O)C(=O)NCCc2ccc(OC)cc2)cc1	107	20	1	8	96	97	108	93	97	13	0.0
Cc1ccc(C(C)C)c(OCCCN2CC(C)OC(C)C2)c1 (stereo not drawn)	102	28	2	11	98	106	97	106	103	·	0.6
CCC(=O)Oc1ccc(NC(=O)c2ccco2)cc1	98	10	1	20	98	98	96	101	97	24	0.3
CCOC(=O)C(Sc1ncc(C#N)c(N)n1)C(C)C (stereo not drawn)	95	32	1	4	94	96	98	96	94	·	0.3
CCc1c(C)c(C#N)c2nc3ccccc3n2c1Cl	94	11	7	8	99	97	91	97	93	·	-6.1
CCOC(=O)c1c(NC(=O)CN2CCCCC2)sc2c1CCCC2O (stereo not drawn)	102	24	2	7	96	98	103	101	99	·	1.2
CSc1nc2c(c(C(F)(F)F)n1)CC(C)CC2 (stereo not drawn)	103	21	2	8	101	105	99	105	103	·	0.6
Cc1ccc(OCC(=O)c2ccc3c(c2)CCCC3)cc1C	97	9	1	8	97	99	102	104	101	·	0.3
Cc1cc(C)cc(N(C(=O)Cn2nnc(-c3ccccc3)n2)C(C(=O)NC2CCCCC2)c2ccccn2)c1 (stereo not drawn)	96	8	5	4	97	101	91	102	97	·	0.9
O=C(CSc1ccc(-c2ccc(F)cc2)nn1)NCc1ccco1	99	12	3	23	96	101	102	105	101	·	0.4
C=CCc1cccc(C2Nc3ccccc3C(=O)N2O)c1O (stereo not drawn)	99	19	1	22	97	99	98	99	98	·	0.3
O=S(=O)(c1cccc(Cl)c1)N1CCCC1	98	25	2	14	98	100	98	102	99	·	0.3
CCOC(=O)CC1C(=O)NCCN1C(=O)c1sc2ccccc2c1Cl (stereo not drawn)	97	13	1	20	95	95	98	94	98	-15	0.5
O=C(OCc1nnc(-c2ccc(Br)cc2)o1)c1cncc(Br)c1	89	9	6	9	86	88	90	87	90	·	-0.3
Cc1c(C)c2ccc(OS(C)(=O)=O)c(C)c2oc1=O	98	19	4	6	100	100	102	108	99	·	0.7
CCC(=O)Nc1cc(C)c(NC(=O)c2ccco2)cn1	100	17	3	10	101	104	101	109	102	·	0.7
O=[N+]([O-])c1cc(C2Nc3cccc4cccc(c34)N2)ccc1Cl	98	19	-1	10	97	103	102	105	100	-2	-0.2
COC(=O)Cc1c(C)c2ccc(OCc3nn[nH]n3)cc2oc1=O	95	15	2	4	96	98	93	98	96	1	0.7
CCN1CCN(c2cc(C(C)(C)C)nc3c(-c4ccccc4)c(C)nn23)CC1	98	36	6	14	94	100	99	102	97	·	3.0
O=C(Cc1ccccc1)NCCc1cn2ccsc2n1	97	27	0	4	92	95	99	95	95	·	0.5
NS(=O)(=O)c1ccc2nc(NC(=O)c3ccncc3)sc2c1	97	17	1	11	94	97	104	98	96	17	0.6
O=c1cc(N2CCc3ccccc32)[nH]c(=O)n1Cc1ccc(F)cc1	101	12	2	15	98	102	99	103	100	20	0.6
Cc1ccc2nc(N3CCN(C=O)CC3)nc(-c3ccccc3)c2c1	99	18	6	5	99	100	100	106	101	-13	1.1
O=C(Nc1nncs1)C1c2ccccc2Oc2ccccc21	99	10	3	16	101	102	100	103	101	·	0.2
Cc1ccc2nc(-c3cc(N)cc(N)c3)oc2c1	101	18	-1	29	100	105	102	107	103	2	-0.1
Cc1cccc(C)c1N(CC(=O)N/N=C/c1cc(Br)c(C)o1)S(C)(=O)=O	95	7	13	17	98	98	99	100	98	-12	0.6
O=C(Nc1cc(C(F)(F)F)ccc1N1CCOCC1)c1ccccc1F	102	10	5	12	99	100	100	102	101	·	0.6
COc1ccc(CCNC(=O)COC(=O)Cc2ccc(OC)cc2)cc1	98	11	4	11	99	102	101	102	98	·	0.1
CC(CNC(=O)c1ccc(-c2ccccc2)cc1)CN(C)C (stereo not drawn)	99	22	-2	24	98	101	99	103	103	·	0.3
O=C(Nc1ccc2ccccc2c1)/C(=C\c1ccc2c(c1)OCO2)NC(=O)c1ccco1	100	11	-7	10	96	104	100	104	101	-3	-0.9
FC(F)(F)c1ccc(Oc2ccccc2Cl)nc1	93	16	-1	9	94	97	94	99	95	-16	0.1
Cc1ccc(CN2CCN(Cc3ccc(Oc4ncccn4)cc3)CC2CCO)cc1 (stereo not drawn)	97	52	1	11	96	98	94	101	94	-4	0.7
COC(=O)c1cn(NC(=O)/C=C/c2cccc(OC)c2OC)c(=O)c2ccccc12	99	11	-3	4	97	102	97	102	100	-2	-0.4
COc1ccc(CCNC(=O)CCC(=O)N2CCN(S(=O)(=O)c3ccccc3)CC2)cc1OC	97	24	1	15	99	101	103	106	102	5	0.2
Cc1ccc(Nc2nc(-c3ccc(O)c(O)c3)cs2)nc1	97	10	0	9	95	95	96	99	97	-17	-0.4
CCC(C)c1ccccc1NC(=O)COC(=O)c1ccc(C)c(NC(=O)c2ccco2)c1 (stereo not drawn)	105	7	1	10	102	100	105	103	103	-13	0.9
CCc1nnc(NC(=O)CSc2nnc(CSc3nc(C)cc(C)n3)n2C)s1	99	25	-4	7	96	99	96	97	99	·	-3.3
COc1cccc(C2CC(c3ccc(Cl)cc3)n3nc(N)nc3N2)c1 (stereo not drawn)	99	21	1	10	96	100	99	104	100	·	0.2
COc1ccc([N+](=O)[O-])cc1N(CC(O)CN(C)C)S(=O)(=O)c1ccc(C)cc1 (stereo not drawn)	99	11	2	17	97	98	105	97	100	28	0.4
CC1(C)CC(=O)C(C(N)=NC(=O)c2ccc([N+](=O)[O-])cc2)=C(O)C1	102	15	25	8	98	98	104	103	103	-13	-0.2
O=C(CSc1nccc(=O)[nH]1)c1ccccc1Br	96	43	2	12	95	101	95	102	97	·	-0.2
CCc1nnc(NC(=O)CSc2nccn2-c2cccc(C)c2C)s1	102	26	4	7	98	99	102	100	104	·	1.9
Cc1sc(-c2ccncc2)nc1OC(=O)c1cc(Cl)cc(Cl)c1	97	32	18	12	96	97	98	99	95	·	2.7
CN(C)c1nn(C(=O)Nc2cccc(C(F)(F)F)c2)cc1-c1ccccc1	99	39	11	11	99	99	101	102	100	5	0.7
O=C(Nc1ccc2oc(-c3cccc4ccccc34)nc2c1)c1ncn[nH]1	92	19	-1	13	94	92	98	96	94	13	-1.1
COc1cc(-c2nc(-c3ccc(Br)o3)no2)cc(OC)c1OC	97	22	6	5	93	96	98	94	95	·	0.8
COc1ccc(N2C(=O)c3ccccc3NC23CCCC3)cc1	92	14	2	13	93	95	95	93	94	-4	0.2
Cc1ccccc1NC(=O)c1cccc2nc3ccccc3nc12	91	22	20	13	95	92	93	95	92	·	5.7
COc1ccc(COc2cc(-c3cccc(OC)c3)nc3ccc(NC(=O)C(C)C)cc23)cc1	84	16	-3	10	87	84	97	84	83	-16	0.9
CN(C)CCCN(C(=O)COc1ccccc1)c1nc2c(Cl)cccc2s1	100	11	3	8	92	100	94	92	97	9	1.7
Cc1cccc(C(=O)O/N=C2\CCSc3ccc(C)cc32)c1	98	40	0	5	98	98	99	104	98	8	-0.1
C/C(=N\Nc1cccc2cccnc12)c1ccccn1	95	14	4	10	97	92	90	94	94	·	-0.3
COc1ccc(C(=O)NC(NC(=S)Nc2ccc(S(N)(=O)=O)cc2)C(Cl)(Cl)Cl)cc1 (stereo not drawn)	91	18	0	9	98	95	101	95	94	-20	-0.1
O=C(Nc1ccc(Br)cc1F)C1CCCO1 (stereo not drawn)	?	67	5	7	?	?	?	?	?	13	0.4
COCCNC(=O)C(=O)c1cc(C)n(-c2ccc([N+](=O)[O-])cc2)c1C	?	17	2	14	?	?	?	?	?	3	0.3
C=CCn1c(-c2ccc([N+](=O)[O-])cc2)n[nH]c1=S	99	3	3	13	99	101	96	103	100	-43	-0.3
Cc1cc(C)cc(C(=O)NCC(=O)OCC(=O)Nc2cccnc2Cl)c1	99	16	-1	9	96	100	108	102	99	-19	-0.2

Next section.
SMILES	Rab2A wt mod	GSH bead fluor	ABCG2 inh	Avidin fluor	Rac1 mut GTP	Cdc42 wt	Rab7 wt GTP bind	Rac1 wt GTP bind	HRas wt GTP bind	Pf gametocyte	ABCB1 inh
COC(=O)c1sccc1NC(=O)c1cccnc1	93	25	5	14	93	92	92	91	91	11	0.4
O=C(NC1=NCCS1)C1CCCCC1	97	11	0	12	95	95	102	104	99	-3	0.0
Cc1cc(NS(=O)(=O)c2ccc(-c3ccccc3)cc2)no1	94	44	1	2	94	93	94	94	96	·	0.3
O=C(c1ccc(C(F)(F)F)cc1)N1CCC(=O)N(C(COCc2ccc(C(F)(F)F)cc2)Cc2ccccc2)CC1 (stereo not drawn)	101	18	36	10	99	98	101	104	99	·	12
CCOC(=O)c1cc2sccc2n1CC(=O)Nc1ccc(OC)cc1OC	105	25	2	11	101	108	98	103	106	10	0.1
N#Cc1c(N)oc(-c2cccs2)c1-c1cccs1	99	10	0	7	97	102	102	108	102	6	0.1
O=C(CN1CCN(c2cccc(Cl)c2)CC1)Nc1nccs1	99	13	2	9	95	98	106	100	99	-11	0.3
